# UBC13 inh: UBC13 polyubiquitin chain formation inhibitors, primary screen, biochemical, TR-FRET, uHTS. inhibition, % at 20 µM. Ubiquitin-conjugating enzyme E2 N (Homo sapiens), P61088. AID 485273, 2010. hit rate 0.47% among 330,000; in the data active means inhibition above about 45%, passing the limit was not always enough
# Target sequence (P61088 whole entry, looked up): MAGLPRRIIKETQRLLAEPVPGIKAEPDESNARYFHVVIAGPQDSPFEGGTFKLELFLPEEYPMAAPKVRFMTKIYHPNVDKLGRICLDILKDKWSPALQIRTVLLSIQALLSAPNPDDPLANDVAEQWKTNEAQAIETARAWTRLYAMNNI
# SENP8 block-1: human SENP8 protease inhibitors, primary screen, biochemical, fluorescence, Nedd8 protein substrate, uHTS; Sentrin-specific protease 8 (Homo sapiens), Q96LD8; recombinant SENP8; inhibition, % at 20 µM; hit rate 0.64% among 360,000; AID 602440, 2012; in the data active means inhibition mostly above about 40%, no sharp cut-off; inactive means mostly below about 27%
# Target sequence (Q96LD8 whole entry, looked up): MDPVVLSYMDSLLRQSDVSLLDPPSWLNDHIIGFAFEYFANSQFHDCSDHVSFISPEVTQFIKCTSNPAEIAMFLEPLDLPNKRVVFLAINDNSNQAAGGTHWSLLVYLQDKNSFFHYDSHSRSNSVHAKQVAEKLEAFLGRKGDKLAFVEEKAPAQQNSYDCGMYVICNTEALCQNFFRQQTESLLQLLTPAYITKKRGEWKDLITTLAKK
# SENP8 block-2: SENP8 protease inhibitors, primary screen, biochemical, luminescence. purified SENP8, Z-RLRGG-aminoluciferin cleavage. hit rate 1.2% among 330,000. inhibition, % at 10 µM. Sentrin-specific protease 8 (Homo sapiens), Q96LD8. AID 2540, 2010; in the data active means inhibition above about 50%
# SENP1 inh: human SENP1 catalytic domain inhibitors, primary screen, biochemical, FRET, uHTS; Sentrin-specific protease 1 (Homo sapiens), Q9P0U3; recombinant SENP1 catalytic domain, CyPet-SUMO1-YPet FRET cleavage; inhibition, % at 10 µM; hit rate 0.21% among 360,000;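 active means inhibition at least 30% at 10 µM, raw YFP signal under a set limit, fluorescence ratio 0.5 to 1.5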;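 further: 0% = enzyme with DMSO and 100% = no enzyme wells; some results filed as inactive read as strong as hits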
# Target sequence (Q9P0U3 419-644 limits assumed): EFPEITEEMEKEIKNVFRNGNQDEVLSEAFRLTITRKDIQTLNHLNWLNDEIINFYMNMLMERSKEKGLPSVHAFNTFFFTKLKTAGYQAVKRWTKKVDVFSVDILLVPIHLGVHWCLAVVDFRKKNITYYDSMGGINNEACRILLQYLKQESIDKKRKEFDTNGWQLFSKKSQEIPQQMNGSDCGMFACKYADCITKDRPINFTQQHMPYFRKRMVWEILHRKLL
#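 Test system: recombinant human SENP1 catalytic domain, His6-tagged / Medium: pH 8 Tris buffer with EDTA, NaCl, BME, BSA, NP40, catalase / Also added: SUMO1 FRET substrate flanked by Cypet and Ypet, 25 nM / Times: 50 min reaction at room temperature / Signal: FRET, CFP and YFP emission / Control set: no-enzyme low control and enzyme-plus-DMSO high control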
# APOBEC3G inh: APOBEC3G DNA deaminase inhibitors, primary screen, biochemical, fluorescence, single-stranded DNA substrate, uHTS. inhibition, % at 20 µM. DNA dC->dU-editing enzyme APOBEC-3G (Homo sapiens), Q9HC16. hit rate 0.28% among 330,000. recombinant A3G, ssDNA deamination FAM/TAMRA fluorescence;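 active means inhibition of at least 40% at 20 µM, with no more than 30% in the related APOBEC3A deaminase screen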;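 further: plate controls were DMSO wells with A3G for no effect and wells lacking A3G enzyme for full effect; some compounds called inactive have numbers as strong as hits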
# Apaf1 inhib: inhibitors of human Apaf-1 apoptosome, primary screen, biochemical, DEVD-Rh110 fluorescence, uHTS | Apoptotic protease-activating factor 1 (Homo sapiens), O14727 | reconstituted apoptosome caspase-3 activity | inhibition, % at 20 µM | hit rate 0.71% among 330,000 | AID 489030, 2010; active means inhibition of at least 40% at 20 µM;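 further: plate controls were DMSO wells for no effect and DEVD-CHO caspase inhibitor wells for full effect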
#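 Medium: Hepes buffer, pH 7.5 / System: biochemical Apaf-1 apoptosome reconstitution / Measured by: Rh110 fluorescence, excitation 480 nm, emission 540 nm / Times: compound with Apaf-1, dATP, procaspase-3 30 min, then 50 min reaction, room temperature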
# SENP7 inh: SENP7 protease inhibitors, primary screen, biochemical, luminescence, uHTS; Sentrin-specific protease 7 (Homo sapiens), Q9BQF6; recombinant SENP7, Z-RLRGG-aminoluciferin luminescence, 40 min; inhibition, % at 5 µM; hit rate 1.5% among 330,000; AID 434973, 2010;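 active means inhibition above about 50% at the single test dose, limit read from the data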;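 further: plate controls were DMSO with enzyme for no effect and no enzyme buffer wells for full effect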
# SENP6 inh: SENP6 protease inhibitors, primary screen, biochemical, luminescence, uHTS | inhibition, % at 10 µM | Recombinant SENP6 catalytic domain, aminoluciferin luminescence | hit rate 1.8% among 330,000;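 active means inhibition above about 50% at the single tested dose, limit read from the data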;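 further: plate controls were DMSO wells with enzyme for no effect and DMSO wells lacking enzyme for full effect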
# Target sequence (Q9GZR1 628-1112 limits assumed): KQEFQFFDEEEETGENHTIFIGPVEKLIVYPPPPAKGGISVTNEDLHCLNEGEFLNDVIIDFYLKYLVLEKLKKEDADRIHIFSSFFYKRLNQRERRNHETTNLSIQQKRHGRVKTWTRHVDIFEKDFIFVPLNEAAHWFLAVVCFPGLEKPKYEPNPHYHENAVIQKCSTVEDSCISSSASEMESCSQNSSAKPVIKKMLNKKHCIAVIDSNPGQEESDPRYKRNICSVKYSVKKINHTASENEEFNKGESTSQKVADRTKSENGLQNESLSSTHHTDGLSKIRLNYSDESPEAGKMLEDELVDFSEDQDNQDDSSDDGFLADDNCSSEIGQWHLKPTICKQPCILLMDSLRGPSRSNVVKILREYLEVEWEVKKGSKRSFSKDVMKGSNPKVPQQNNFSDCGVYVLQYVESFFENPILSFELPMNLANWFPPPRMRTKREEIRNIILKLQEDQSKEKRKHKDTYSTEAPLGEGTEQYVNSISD
# * hit, by the source's call. The order is random; overall some 3.6% were active at least once.
SMILES,UBC13 inh,SENP8 block-1,SENP8 block-2,SENP1 inh,APOBEC3G inh,Apaf1 inhib,SENP7 inh,SENP6 inh
CC1CC(N(C(=O)c2ccco2)c2ccccc2)c2ccccc2N1C(=O)c1ccco1 (stereo unspecified),1.1,16.6,0.8,-1.4,0.5,21.9,-3.1,0.0
Cc1c(C(=O)N(C)CCCCN2CCOCC2)oc2c(F)cccc12,4.2,16.0,-5.4,-1.0,-5.5,-9.1,-0.7,3.8
CSc1nnc(-c2ccc(NC(=O)CCc3ccccc3)cc2)n1C,-1.0,28.3,7.8,1.2,37.1,10.9,9.4,8.1
COCCN(C(=O)C1CCN(C(=O)c2ccccc2C)CC1)c1c(N)n(CC(C)C)c(=O)[nH]c1=O,8.6,-6.1,-4.9,-5.2,15.9,-4.0,-4.1,-1.7
COC(C(=O)Nc1ccc(C(C)=O)cc1)c1ccccc1 (stereo unspecified),8.2,9.1,0.9,0.4,-1.8,-9.8,6.6,1.2
COc1ccc2cc(-c3[nH]ncc3CN3CCCCO3)ccc2c1,5.1,-27.7,-0.3,-4.3,-5.8,6.0,2.0,15.2
CCc1cccc(CC)c1NC(=O)COC(=O)c1cccc(-c2ccc(OC(C)=O)cc2)c1,3.8,-6.7,-4.2,3.0,0.2,8.8,-0.9,3.4
Cc1ccc(N2C(=O)SC(N(CC(=O)O)c3ccc(C)cc3)C2=O)cc1 (stereo unspecified),-11.3,5.3,-7.6,-2.1,-8.4,4.1,1.7,6.5
CO/N=C/c1cccn1-c1nccc(OC)c1C#N,-3.5,6.8,1.8,3.1,-2.9,6.7,-0.3,-3.2
CC1=C(C(=O)Nc2cccc(C(=O)NC3CCCCC3C)c2)SCCO1 (stereo unspecified),-0.7,-2.1,4.0,1.8,-3.6,-4.8,-4.2,-8.1
Cc1ccc(CNC(=O)CN(C)S(=O)(=O)c2cccs2)cc1,4.0,14.7,-1.5,-1.1,0.3,16.8,5.7,-4.0
O=[N+]([O-])c1ccc(Oc2cccc(Br)c2)c2ccncc12,-8.3,15.1,-0.6,-1.7,-6.6,21.6,-2.4,-4.3
NS(=O)(=O)c1ccc(CCNC(=O)/C=C/c2ccc([N+](=O)[O-])cc2)cc1,3.2,-3.0,-6.9,0.2,-9.6,-32.6,-5.3,6.4
CN(CC(=O)NC1CCN(Cc2ccccc2)CC1)S(=O)(=O)c1ccc(Cl)cc1,2.7,5.2,-5.0,-0.3,-7.5,18.0,-8.7,-8.2
Cc1ccc(CNC(=O)COC(=O)c2nc(-c3ccccc3)oc2C)cc1,2.2,-0.3,2.6,-5.9,-6.1,3.4,-5.0,10.3
COc1ccc(NC(=O)C2CCCN2C(=O)NCc2ccccc2)c(OC)c1 (stereo unspecified),2.2,27.4,-6.1,1.8,-3.7,2.4,-8.1,-18.6
CCn1c(-c2ccccc2)csc1=Nc1ccc(O)cc1,4.4,9.3,-0.2,2.3,1.4,7.0,-4.9,1.5
O=S(=O)(NNc1cccc(Cl)n1)c1ccc(Cl)cc1,-10.9,13.9,-10.9,-0.4,-2.3,-1.2,3.4,-16.5
Cn1c(N)c(C(=O)CSc2nnc(Cc3cccs3)n2C2CC2)c(=O)n(C)c1=O,2.5,11.6,2.7,1.3,-13.1,-3.3,-2.3,6.5
COc1ccc(-c2cc(C(=O)OCc3ccccn3)c3ccccc3n2)cc1,31.6,-311.7,-13.1,-16.2,7.9,25.8,-3.0,-9.8

# Shown tab-delimited: entries from further up.
SMILES	UBC13 inh	SENP8 block-1	SENP8 block-2	SENP1 inh	APOBEC3G inh	Apaf1 inhib	SENP7 inh	SENP6 inh
O=[N+]([O-])c1ccc(Oc2cccc(Br)c2)c2ccncc12	-8.3	15.1	-0.6	-1.7	-6.6	21.6	-2.4	-4.3
NS(=O)(=O)c1ccc(CCNC(=O)/C=C/c2ccc([N+](=O)[O-])cc2)cc1	3.2	-3.0	-6.9	0.2	-9.6	-32.6	-5.3	6.4

# (list continues)
SMILES,UBC13 inh,SENP8 block-1,SENP8 block-2,SENP1 inh,APOBEC3G inh,Apaf1 inhib,SENP7 inh,SENP6 inh
CN(C)S(=O)(=O)c1cccc(NC(=O)COC(=O)c2cccnc2Cl)c1,6.0,3.9,14.4,-1.4,-8.4,-7.7,-1.1,6.7
CCOC(=O)c1oc2ccccc2c1NC(=O)c1ccc(S(=O)(=O)N(C)C)cc1,11.6,-26.3,3.5,2.1,-0.9,9.4,3.4,-1.4
CC(NC(=O)CCc1nnc(-c2ccc(-c3ccccc3)cc2)o1)c1nccs1 (stereo unspecified),5.4,1.7,-5.8,0.7,-0.6,10.5,1.8,-4.1
Cc1ccc(NS(=O)(=O)c2ccc(C(=O)NCc3ccc(S(N)(=O)=O)cc3)cc2)cc1,6.7,-28.4,-3.3,-2.6,-7.0,0.3,-7.1,6.9
COc1ccc(CCNC(=O)c2cc(=O)c3cc(C)ccc3o2)cc1,-1.2,8.3,-3.8,-8.1,-3.6,4.8,-1.4,-16.0
CC(Oc1ccc2ccc(=O)oc2c1)C(=O)NCC1CCC(C(=O)O)CC1 (stereo unspecified),-2.8,-80.0,-7.5,2.1,-7.7,-3.8,10.8,-7.7
CCN(CC)CC(=O)N1N=C(c2cccs2)CC1c1ccco1 (stereo unspecified),-2.6,-46.5,0.9,-0.1,2.0,8.9,-1.8,0.5
C/C(CC1CC(C)OC1=O)=N\NC(N)=S (stereo unspecified),5.6,0.4,8.1,1.4,-6.4,-5.5,-1.7,5.0
COc1ccc(-n2nc([N+](=O)[O-])c(=NCCc3ccc(C)cc3)n2O)cc1,-26.0,24.9,-5.4,3.3,7.7,11.3,-9.8,-3.6
Cc1cc(C)c(C#N)c(SCC(=O)Nc2ccc(S(=O)(=O)Nc3onc(C)c3C)cc2)n1,-2.0,2.6,-2.8,-7.2,-5.5,0.5,2.2,-4.5
O=C(CSC1=NS(=O)(=O)c2ccccc2N1)Nc1nccs1,-4.3,4.7,-4.7,2.3,-3.1,-1.5,-2.1,-6.4
O=C(CCN1C(=O)COc2ccccc21)NCCC1=CCCCC1,6.8,14.0,1.1,2.2,-6.9,-16.4,-1.3,-1.6
COC(=O)c1c(NC(=O)c2ccco2)sc2c1CCC2,11.8,-401.2,-4.3,-1.9,0.6,19.3,1.5,-6.3
CCOC(=O)Cn1cnc2c(nnn2-c2ccc(OC)cc2)c1=O,3.3,11.4,-3.5,-1.1,-6.2,-14.7,-5.8,-1.0
Cc1onc(-c2ccccc2Cl)c1C(=O)O/N=C(\N)c1ccc([N+](=O)[O-])o1,-2.3,3.2,10.4,0.0,-11.8,2.8,13.9,17.9
O=C(CCCn1c(=S)[nH]c2ccccc2c1=O)NC1CCCCC1,-8.8,16.4,11.4,-2.0,2.5,9.7,1.1,-1.7
COc1ccc(-c2csc(NC(=O)CC(C)C)n2)cc1,4.6,23.6,-6.1,-0.8,-3.5,16.3,-3.1,-20.1
COc1cccc(OCc2cc(/C=N/n3cncn3)ccc2OC)c1,-5.9,12.0,-9.7,-2.5,-8.7,-8.3,-2.9,-17.1
C=CCn1c(=N)c(S(=O)(=O)c2ccc(C)c(C)c2)cc2c(=O)n3ccccc3nc21,-0.5,-190.4,5.2,-22.1,0.9,13.5,-2.4,6.5
Clc1ccc(C2[C@H]3CN(Cc4cccnc4)[C@H](c4ccccc4)C34CC2(c2cccnc2)C4)cn1 (stereo partly specified),14.9,6.3,1.4,-6.7,-4.9,23.3,-10.2,2.6
Cn1cc(Br)c(C(=O)NC(=S)Nc2ccc(S(N)(=O)=O)cc2)n1,-5.0,4.8,4.8,2.4,0.1,-12.3,3.9,-1.1
Cc1ccc(S(=O)(=O)N(CC(=O)NCC2CCCO2)c2cccc([N+](=O)[O-])c2)cc1 (stereo unspecified),0.0,3.4,-4.5,1.1,-2.9,-3.6,7.0,-4.9
COc1ccc(NC(=S)Nc2ccc(S(N)(=O)=O)cc2)c(OC)c1,-3.3,-1.1,-2.2,0.4,-6.7,-5.2,0.8,-20.3
O=C1N(CC(=O)N2CCc3ccccc32)CCN1Cc1ccc(Cl)cc1,3.6,35.3,1.9,-1.1,-6.6,12.3,-0.7,16.2
CC1Cc2cc(/C(O)=C3/C(=O)C(=O)N(CCCn4ccnc4)C3c3ccncc3)ccc2O1 (stereo unspecified),5.9,9.3,1.9,-2.6,-2.4,-13.5,-10.2,-8.9
Cn1cccc1C(=O)NCC(c1ccc(F)cc1)N1CCOCC1 (stereo unspecified),-1.7,-3.5,0.2,-1.2,-6.0,3.0,-1.9,-8.7
COC(=O)CSc1nc(C)c(C(C)=O)cc1C#N,1.9,7.2,7.0,0.6,-6.6,-1.6,-2.5,2.5
CN(C)C(=C(C#N)C#N)N1CCN(c2ccc(Cl)c(Cl)c2)CC1,-4.3,8.6,-9.0,-2.0,-7.0,8.2,-1.9,-18.1
Cc1cc(Cl)c(S(=O)(=O)NCc2ccccc2)cc1OCC(N)=O,2.6,7.0,-1.2,0.9,-10.4,-1.4,1.6,-4.8
Cc1ccc(C(C(=O)NC2CCCCC2)N(CC2CCCO2)C(=O)CCCC(=O)Nc2ccccn2)cc1 (stereo unspecified),4.7,5.0,-0.7,0.5,-9.8,4.5,-8.8,-4.4
Nc1c(Cl)cc2c(c1Oc1ccccc1)C(=O)c1ccccc1C2=O,-78.1,33.2,41.6,70.0*,-3.9,9.3,-5.3,58.1*
CCOC(=O)c1cc(=O)n2c(nc3ccccc32)[nH]1,13.4,-471.4,76.3*,-0.6,-5.6,-5.8,78.9*,83.5*
Cc1c(Cl)cnc(NC(=O)COC(=O)c2ccncc2)c1Cl,1.5,-42.8,-0.1,-17.3,2.6,-4.3,5.1,-11.0
Cc1ccc(N2CC(O)Cn3c2nc2c3c(=O)n(C)c(=O)n2C)cc1 (stereo unspecified),3.8,20.6,1.9,1.8,-5.2,2.0,-0.3,-17.8
CC(C)NC(=O)N(C)C[C@H]1Oc2ccc(NS(=O)(=O)c3ccc(F)cc3)cc2C(=O)N([C@H](C)CO)C[C@@H]1C,-8.8,6.9,-5.0,-0.3,-5.1,1.2,8.2,6.2
COc1ccc(S(=O)(=O)Nc2cccc3c2O[C@H](CN(C)C(=O)Nc2ccc(C(F)(F)F)cc2)[C@@H](C)CN([C@H](C)CO)C3=O)cc1,11.8,7.7,0.7,-0.1,-13.3,22.2,1.1,-4.6
CCC(CC)C(=O)c1c[nH]c(C(=O)OC)c1,0.9,1.8,-0.9,3.6,0.0,-5.3,3.4,-0.8
O=C(CSc1nnnn1C1CCCCC1)N1CCOCC1,-0.4,8.6,-8.2,1.0,-10.1,-20.1,-0.6,-1.0
COC(=O)C(NNc1ccccc1)(NC(=O)c1ccc(F)cc1)C(F)(F)F (stereo unspecified),-8.0,29.3,-8.5,3.7,-2.2,7.2,-2.6,-4.1
O=C(NC1CCCCC1)C(c1ccccc1)N(C(=O)c1csnn1)C1CC1 (stereo unspecified),-2.5,2.6,7.9,5.2,-8.7,-0.4,-2.0,-16.3

# Structures listed above that bear a hit mark in SENP6 inh:
Molecule | UBC13 inh | SENP1 inh | APOBEC3G inh | SENP7 inh | SENP6 inh
Nc1c(Cl)cc2c(c1Oc1ccccc1)C(=O)c1ccccc1C2=O | -78.1 | 70.0* | -3.9 | -5.3 | 58.1*
CCOC(=O)c1cc(=O)n2c(nc3ccccc32)[nH]1 | 13.4 | -0.6 | -5.6 | 78.9* | 83.5*
